Growth percent in the NCI-60 one-dose screen (48 h, 10 µM unless noted): 100 = growth as untreated, 0 = no growth, -100 = all killed.
UO-31 – UO-31 renal cancer; hit rate 5.2% among 81,000
SK-OV-3 – SK-OV-3 ovarian cancer cells | hit rate 3.2% among 80,000 | AID 1794785
TK-10 – TK-10 renal cancer cells; hit rate 3.9% among 81,000
ACHN – ACHN renal cancer; hit rate 4.9% among 81,000; AID 1794771
RXF 393 – RXF 393 renal cancer cells. hit rate 6.9% among 77,000. AID 1794773
SN12C – SN12C renal cancer cells; hit rate 3.8% among 81,000
786-0 – 786-0 renal cancer cells; hit rate 5.1% among 81,000; AID 1794775
IGROV1 – IGROV1 ovarian cancer. hit rate 4.7% among 79,000
Numbers without * were called inactive; / = no result given; & = joins results of further samples. Rule for the calls: active = growth percent below 10; inactive = the rest.

SMILES	UO-31	SK-OV-3	TK-10	ACHN	RXF 393	SN12C	786-0	IGROV1
Cc1ccc(-c2cc(C(=O)N3N=C(c4ccc(Cl)cc4)CC3c3cc(-c4ccccc4)nn3-c3ccccc3)c3ccccc3n2)cc1 (centres undefined)	80	104	113	96	91	95	92	97
CCCCOc1nc2cc(Cl)ccc2cc1-c1cc(-c2ccc(F)cc2)nc(-c2ccc(F)cc2)c1	83	101	104	101	107	99	102	102
Ic1ccc(Cc2ccc(I)cc2)cc1	67	103	114	96	92	94	85	93
Cc1sc2c(c1C)c(=O)nc1c(-c3nc(-c4ccc(F)cc4)no3)n[nH]n12	88	101	122	96	120	98	99	102
O=C(O)CC1CCN(c2ccc3nnc(Cl)n3n2)CC1	82	96	102	99	109	98	100	102
CCOC(=O)COc1c(OC)c(OC)cc2oc(-c3cccc(C(=O)Nc4ccc(Cl)cc4)c3)cc(=O)c12	28	75	88	73	76	58	50	54
COc1cc(Cl)cc(-c2nn(C(=O)NCCN3CCN(C)CC3)cc2-c2ccncc2)c1	60	41	22	59	64	77	55	76
Cc1[nH]c(C(=O)Nc2ccc3nc(OCCN4CCOCC4)ccc3c2)c(Cl)c1Cl	83	106	105	55	86	75	85	97
C#CCNN1C(=Nc2ccccc2)NC(=O)/C1=C\c1ccc(OC)cc1	83	112	110	102	101	102	97	100
NS(=O)(=O)c1ccc(Nc2nc(N/N=C/c3cccc4ccccc34)nc(Nc3ccccc3)n2)cc1	81	119	105	81	36	87	43	74
Nc1ncnc2c1N=C(c1ccc3c(c1)OCO3)CC(c1sc(Cl)nc1Cl)N2 (centres undefined)	78	106	91	93	93	80	95	95
CC1CN(CC(=O)Nc2cccc(Cl)c2)CC(C)O1 (centres undefined)	86	95	97	/	104	107	92	109
CCN(CC)CC(=O)Nc1cc(NC(=O)CN(CC)CC)c(C)c(NC(=O)CN(CC)CC)c1	77	105	94	/	97	89	97	104
O=c1sn(CCCl)c(=O)n1Cc1ccccc1	93	101	106	106	123	109	93	108
N#Cc1c(N)n(C2OC(CO)C(O)C2O)c2ncnc(N)c12 (centres undefined)	-42*	-0.4*	-9.6*	8.9*	-77*	6.5*	-7.6*	-63*
c1ccc(-c2ccc(C(c3ccccc3)n3ccnc3)cc2)cc1 (centres undefined)	42	92	86	79	93	77	74	64
O=C(NCc1cccnc1)c1nc(-c2ccc(-n3cccc3)cc2)no1	73	98	94	101	98	93	79	93
COc1ccc(C2=Nn3c(nnc3-n3nc(C)cc3C)SC2)cc1	46	-3.1*	49	36	4.2*	33	18	32
N#CC(c1ccccc1)C(C#N)c1ccccc1 (centres undefined)	83	106	121	103	105	100	94	101
O=C(CCN1CCC2CCC(C2)C1)c1ccc(C(F)(F)F)cc1 (centres undefined)	88	104	97	114	115	113	102	112
O=S(=O)(NCCCNc1cc(-c2cn(-c3ccccc3)nc2-c2cccc(O)c2)ccn1)c1cccc2ccccc12	21	59	66	30	32	51	-9.7*	51
O=C1CCC(C(=O)NNc2ccccc2[N+](=O)[O-])N1 (centres undefined)	88	86	97	107	108	116	91	106
O=C(C[n+]1ccccc1)c1ccc2ccccc2c1O	77	80	82	105	107	101	98	105
O=c1oc2c3ccc4cnccc4c3[nH]c2c2ccccc12	/	89	79	63	/	74	12	21
Nc1nc(N)c2c(n1)CCCC2	89	98	99	107	104	95	107	101

Ordered by count of non-hydrogen atoms (smallest number first): part of the list above
SMILES	UO-31	SK-OV-3	TK-10	ACHN	RXF 393	SN12C	786-0	IGROV1
Nc1nc(N)c2c(n1)CCCC2	89	98	99	107	104	95	107	101
Ic1ccc(Cc2ccc(I)cc2)cc1	67	103	114	96	92	94	85	93
O=C(C[n+]1ccccc1)c1ccc2ccccc2c1O	77	80	82	105	107	101	98	105
C#CCNN1C(=Nc2ccccc2)NC(=O)/C1=C\c1ccc(OC)cc1	83	112	110	102	101	102	97	100
Cc1[nH]c(C(=O)Nc2ccc3nc(OCCN4CCOCC4)ccc3c2)c(Cl)c1Cl	83	106	105	55	86	75	85	97
CCCCOc1nc2cc(Cl)ccc2cc1-c1cc(-c2ccc(F)cc2)nc(-c2ccc(F)cc2)c1	83	101	104	101	107	99	102	102
O=S(=O)(NCCCNc1cc(-c2cn(-c3ccccc3)nc2-c2cccc(O)c2)ccn1)c1cccc2ccccc12	21	59	66	30	32	51	-9.7*	51

(listing goes on)
SMILES	UO-31	SK-OV-3	TK-10	ACHN	RXF 393	SN12C	786-0	IGROV1
COc1ccc2cc(O)ccc2c1	79	102	127	95	96	96	103	113
CCOC(=O)Cc1cnn(C)c1NC(=O)c1ccc(Cl)cc1NC(C)=O	92	102	79	111	115	95	98	105
CCOC(=O)C1=NN(c2ccccc2)C(=O)/C1=C\N1C(=O)/C(=C/c2cccc(O)c2)SC1=S	76	100	117	99	101	82	99	96
Cc1c(Cl)cccc1C(=O)Nc1nc2c(s1)CN(C(=O)Nc1cccc(C(F)(F)F)c1)CC2	28	34	51	18	-7.3*	26	29	23
COc1cc(-c2cc(-c3ccc(C)cc3)nc3nc(N)[nH]c(=O)c23)ccc1Oc1ccnc2cc(Cl)ccc12	56	95	120	93	78	74	98	78
NNC(=O)[C@H]1O[C@@H](n2cnc3c(=O)[nH]c(N)nc32)[C@H](O)[C@@H]1O	91	/	104	109	126	101	109	108
CCOC1(OCC)OC(c2ccccc2)=C(C#N)C(/C=C\c2ccccc2)C1(OCC)OCC (centres undefined)	74	95	97	83	60	81	87	86
CCOC(=O)c1cc(C(=O)c2cc(OC)cc(OC)c2)n2nc(C)ccc12	45	6.4*	65	60	14	58	34	45
COc1ccc(CNc2ccc3nc(CCC4CCCCC4)[nH]c3c2)cc1	34	82	86	93	74	68	63	61
CCCCNC(=O)Nc1sc2c(c1C(=O)OCC)CCCC2	94	/	102	106	124	97	99	96
Cc1nn(-c2ccc(F)cc2)c2ncnc(Cl)c12	88	86	123	96	104	99	100	76
Nc1nc(=O)n(C2CCCCO2)cc1Br (centres undefined)	64	111	97	105	122	98	96	107
CCCCC(O)Cn1ncc(C(=O)OCC)c1NC(=O)Nc1cccc(F)c1 (centres undefined)	77	/	100	104	101	99	99	97
OC(CN1CCC(N2CCCCC2)CC1)Cn1ccc2ccccc21 (centres undefined)	64	107	88	104	96	82	108	/
Cc1cc(C)n(C(=O)CSc2nc3sc(C(N)=O)c(C)c3c(=O)n2Cc2ccccc2)n1	74	107	106	100	98	105	102	97
COc1ccc(C(=O)N/N=C/c2cc(Br)ccc2OC)cc1	82	99	116	109	89	101	106	100
O=C1c2c(O)ccc(O)c2C(=O)c2c(O)c(O)cc(O)c21	81	104	109	102	115	101	108	133
C#CCC1(C)NS(=O)(=O)c2ccccc21 (centres undefined)	89	88	84	107	112	106	95	105
O=S(=O)(O)c1ccc2ccccc2c1O	73	94	94	104	98	93	108	94
COc1ccc(-c2cc(-c3cccnc3)nc3sc4c(=O)[nH]nnc4c23)cc1OC	77	97	99	98	81	92	/	102
O=c1ssc(=Nc2ccccc2)n1-c1ccccc1	89	/	111	106	114	93	101	/
OCCNc1nc(O)c(/C=c2\ccc3c(c2)N=CC=3)s1	87	100	115	107	/	115	95	114
C=CCNC(=S)NNC(=O)CN1CCN(c2cc3c(cc2F)c(=O)c(C(=O)O)cn3C2CC2)CC1	72	104	117	101	/	106	101	108
O=C1OC(=O)C2C3C=CC(C3)C12 (centres undefined)	90&102&98	108&89&105	99&137&137	113&113&102	116&102&96	100&101&88	102&169&102	110&113
S=C(NNc1ccc(-c2ccccc2)nn1)Nc1ccccc1	68	/	137	95	110	91	98	84

Looked up by compound from the list above:
SMILES	UO-31	SK-OV-3	TK-10	ACHN	RXF 393	SN12C	786-0	IGROV1
O=C1c2c(O)ccc(O)c2C(=O)c2c(O)c(O)cc(O)c21	81	104	109	102	115	101	108	133
COc1cc(Cl)cc(-c2nn(C(=O)NCCN3CCN(C)CC3)cc2-c2ccncc2)c1	60	41	22	59	64	77	55	76
CCOC(=O)C1=NN(c2ccccc2)C(=O)/C1=C\N1C(=O)/C(=C/c2cccc(O)c2)SC1=S	76	100	117	99	101	82	99	96
CCN(CC)CC(=O)Nc1cc(NC(=O)CN(CC)CC)c(C)c(NC(=O)CN(CC)CC)c1	77	105	94	/	97	89	97	104
Cc1c(Cl)cccc1C(=O)Nc1nc2c(s1)CN(C(=O)Nc1cccc(C(F)(F)F)c1)CC2	28	34	51	18	-7.3*	26	29	23

Next part
SMILES	UO-31	SK-OV-3	TK-10	ACHN	RXF 393	SN12C	786-0	IGROV1
O=C(CSc1cc[n+](CCCCCCF)c2ccccc12)n1ccc2ccccc21	68	91	141	91	127	87	110	70
N#Cc1c(-c2cccs2)cc(-c2cnccn2)nc1SCC(=O)NN	76	101	128	89	100	90	97	79
CCC(c1ccc(Br)cc1)C(C(N)=O)c1ccc(OC)cc1 (centres undefined)	96	119	106	108	120	104	111	99
N#CC1=C(N)CCNC1	88	112	102	103	104	111	100	106
Cc1ccc(Cc2cnc(NC(=O)c3ccc4noc(-c5ccccc5)c4c3)s2)cc1	82	108	109	99	-4.7*	86	96	96
CC(=O)NCC1(c2ccccc2)CCN(CC2COc3ccccc3O2)CC1 (centres undefined)	81	97	106	95	112	104	97	109
O=C1CNN=C(Cn2nc(-c3ccccc3)c3ccccc3c2=O)N1	88	107	103	104	104	96	97	100
N#Cc1c(-c2ccc(F)cc2)nc(SCc2ccc(F)cc2)[nH]c1=O	73	74	82	37	71	83	15	98
Cc1cc(C)c(OC(=O)CSc2nc3ccccc3c(=O)n2CCc2ccccc2)cc1C	64	96	124	92	/	92	105	89
COc1ccc(Cc2cc(-c3ccc(Cl)c(Cl)c3)n[nH]c2=O)cc1	73	97	113	97	102	97	100	95
COc1ccc(/C=C2\N=C3SCC(=O)N3C2=O)cc1	78	92	103	102	108	101	97	112
COc1cc(NCC(=O)Nc2cc(Nc3ccccc3)ncn2)c(Cl)c(OC)c1Cl	86	97	120	93	116	97	96	87
COc1ccc(OCC(O)CN2CCN(c3ccc(Cl)cc3)CC2)cc1 (centres undefined)	76	91	/	101	98	105	151	/
NS(=O)(=O)c1ccc(N/C=C/C(=O)c2cc3ccccc3oc2=O)cc1	62	83	125	100	102	96	96	91
OCCC1CCCCC1	89	83	99	100	108	/	105	/
O=C(CCl)NCCOc1ccc(Cl)cc1Cl	55	94	84	87	65	81	79	88
CNC1=C([N+](=O)[O-])C(c2ccccc2O)C(C#N)=C(c2cccs2)O1 (centres undefined)	71	95	100	95	90	98	93	90
COc1ccc(/C(=C\c2cc(OC)c(OC)c(OC)c2)C(=O)N2CCN(c3ccccc3)CC2)cc1	66	108	106	104	94	95	111	96
O=C(O)c1ccc(N/C=C/C(=O)c2ccc(Cl)cc2)cc1	93	110	98	98	106	103	107	112
COc1ccc(NC(=S)Nc2nc3c(=O)[nH]nc(-c4ccccc4)c3s2)cc1	101	81	65	107	95	102	92	112
CC(=O)N(C(C)=O)c1ccc(C)cc1	92	109	99	112	104	96	93	109
CCN1[C@@H]2CC[C@H]1/C(=C\c1ccc(C)cc1)C1=C2[C@@H](c2ccc(C)cc2)C(C#N)=C(N)O1	68	76	73	100	83	96	90	98
Cc1cccc(C)c1NC(=O)CSC(N)=O	94	96	108	104	125	86	105	102
C=CCCCCCCCCC1OCC(CC)(CCCC)CO1 (centres undefined)	87	91	102	104	106	101	99	101
COc1ccc(-c2nc3cc(/C=N/c4nc5ccc(N6CCN(C)CC6)cc5s4)ccc3s2)cc1	88	/	106	108	94	92	98	114
Following part:
SMILES	UO-31	SK-OV-3	TK-10	ACHN	RXF 393	SN12C	786-0	IGROV1
COc1ccc(/C=C2\Oc3cc(OCCN4CCCCC4)ccc3C2=O)cc1	66	122	100	93	89	94	95	94
C=C(C)COC(=O)c1ccccc1C(=O)OCC1(C)CO1 (centres undefined)	/	110	102	105	117	96	105	/
CC(C)N1C(=O)NC2C1NC(=O)N2C(C)C (centres undefined) (tested in a mixture with another compound)	81	113	126	116	116	103	95	112
COc1c2c(cc3occc13)O/C(=C\c1ccccc1)C2=O	75	106	107	101	121	103	115	96
CCOC(CC(OCC)OCC)OC (centres undefined)	84	116	103	105	111	99	110	108
Cc1ccc(N2CCN(C(=O)c3c(-c4ccccc4)nnc4ccccc34)CC2)c(C)c1	63	93	111	102	81	100	106	96
COc1ccc(C(=O)NN/C=N\c2oc(-c3ccc(OC)cc3)cc2C#N)cc1	85	111	116	103	78	106	99	87
COC(=O)CC[C@H](Nc1nc(N)nc(N(C)C2CCCCC2)c1C=O)C(=O)OC	78	103	108	103	104	96	102	110
Cc1cncc2c(=O)n(-c3ccccc3)n(C)c12	95	97	103	103	103	102	93	104
Cn1cc(-c2noc(-c3cn(C)c4ncc(F)cc34)n2)c2cc(F)ccc21	82	92	96	82	89	74	73	78
COC(=O)c1ccc(-n2cc(CCCOS(=O)(=O)c3ccc(C(=O)OC)cc3)nn2)cc1	82	100	102	102	108	100	99	97
Cc1ccc(C)c2c1sc1nc(N3CCCC3)c(C#N)c(=N)n12	72	99	/	100	114	112	99	101
CN1C(=O)CNC(=O)[C@H](NC(=O)c2nc3ccccc3cc2O)CSSC[C@H]1C(=O)NCCCc1nc2ccccc2cc1O	63	113	75	82	102	73	113	/
NC(/N=C/c1cc(Cl)cc(Cl)c1O)=N\S(=O)(=O)c1ccc(N=Cc2cc(Cl)cc(Cl)c2O)cc1	89	99	111	106	116	103	111	120
Cc1cn(CC(C)C)c(=O)n(-c2ccccc2)c1=O	109	112	108	111	116	100	101	102
CCOC(=O)CC[C@H](NC(=O)c1ccc(NC)c2ccccc12)C(=O)OCC	94	93	91	99	111	90	102	105
O=C(CN1C(=O)/C(=C/c2ccco2)SC1=S)NCCc1c[nH]c2ccc(Cl)cc12	80	99	95	98	108	104	97	114
CCOC(=O)Nc1cc(=O)c([N+](=O)[O-])c(N)[nH]1	95	100	125	99	114	105	103	118
O=C(Nc1ccc2c(ccn2C(=O)c2cccc(F)c2)c1)c1cccnc1	58	117	56	93	70	80	86	97

Screening results deposited in PubChem BioAssay by NCI.
